Compound activity from PubChem.
FLuc inh – inhibitors of firefly (Photinus pyralis) luciferase; P08659; purified P. pyralis luciferase, luminescence, biochemical; Potency, µM (top dose mostly 115 µM), for inactives: at the highest dose activity change, negative = inhibition, most hits filed as inhibitors; 76,000 tested, 2.5% active; AID 1347043; also: potency is read from the fitted curve at half-maximal effect; nearly all actives have a fitted effect of over 65% in size
Target sequence (P08659 whole entry, looked up): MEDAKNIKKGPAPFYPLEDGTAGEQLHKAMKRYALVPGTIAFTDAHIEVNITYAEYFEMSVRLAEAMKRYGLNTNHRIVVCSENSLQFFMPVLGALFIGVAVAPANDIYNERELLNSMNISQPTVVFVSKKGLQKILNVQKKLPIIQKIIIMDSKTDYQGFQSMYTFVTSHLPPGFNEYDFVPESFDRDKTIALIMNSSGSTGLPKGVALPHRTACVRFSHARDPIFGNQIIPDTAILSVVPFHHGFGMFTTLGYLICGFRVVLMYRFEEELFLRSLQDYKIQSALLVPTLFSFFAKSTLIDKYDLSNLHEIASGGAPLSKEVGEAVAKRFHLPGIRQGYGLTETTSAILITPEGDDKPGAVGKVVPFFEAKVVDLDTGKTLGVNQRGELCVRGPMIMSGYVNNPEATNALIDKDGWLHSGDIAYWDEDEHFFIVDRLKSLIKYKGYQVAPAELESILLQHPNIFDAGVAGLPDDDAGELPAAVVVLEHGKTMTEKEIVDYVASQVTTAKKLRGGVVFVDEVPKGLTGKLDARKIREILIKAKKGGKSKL
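Inhibitors were tested against purified firefly luciferase in a biochemical, low-substrate format (both substrates at 10uM) and luminescence measured with a CCD imager.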
IP6K1 inh – blocks human inositol hexakisphosphate kinase 1. AID 1645851. IP6K1 kinase, ADP-Glo luminescence, 2 h; hits give low values. Q92551. activity change, % (series mostly up to about 58 µM). 140,000 tested, 0.81% active; in the data active = activity change below about -25%
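ADP-Glo luminescence measures ADP made by human IP6K1 during a 2 h RT reaction with ATP/IP6 (mix at 1.3 mM/130 uM); top library doses 57.5 and 19.1 uM final.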
GPT2 inhibitor – inhibitors of human GPT2 alanine aminotransferase; AID 1671188; 100,000 tested, 0.25% active; Recombinant GPT2, coupled pyruvate oxidase/HRP Amplex Red fluorescence; Potency, µM (top dose mostly 57.7 µM), without a hit: top-dose activity change, negative = inhibition, hits mostly inhibitors; Q8TD30; also: potency is read from the fitted curve at half-maximal effect; nearly all actives have a fitted effect of over 60% in size; many of its hits are not listed in these tables
Target sequence (Q8TD30 whole entry, looked up): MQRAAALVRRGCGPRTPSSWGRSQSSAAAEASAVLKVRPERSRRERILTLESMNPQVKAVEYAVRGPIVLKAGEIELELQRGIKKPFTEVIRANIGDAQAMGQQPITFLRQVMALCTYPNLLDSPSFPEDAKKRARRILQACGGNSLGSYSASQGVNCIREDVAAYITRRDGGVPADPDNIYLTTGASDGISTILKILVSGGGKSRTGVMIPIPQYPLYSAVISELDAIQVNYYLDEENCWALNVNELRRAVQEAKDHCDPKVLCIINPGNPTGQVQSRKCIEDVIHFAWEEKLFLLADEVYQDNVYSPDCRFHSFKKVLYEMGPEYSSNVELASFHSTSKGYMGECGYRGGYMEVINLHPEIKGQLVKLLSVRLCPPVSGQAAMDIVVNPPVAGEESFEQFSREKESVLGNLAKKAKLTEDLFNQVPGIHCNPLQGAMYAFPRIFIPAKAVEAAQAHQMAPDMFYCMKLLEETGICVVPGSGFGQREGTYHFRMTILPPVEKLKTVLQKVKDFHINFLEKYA
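Fluorescence of coupled pyruvate oxidase/HRP/Amplex Red system (50uM Amplex, 30 min, dark) reports pyruvate formed by GPT2. Enzyme reaction: 10ng/uL GPT2, 2mM L-alanine, 250uM a-KG, 30 min room temperature, pH 7.5; 50uM AOA control.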
HEK cytotox – HEK 293 cell cytotoxicity; HEK 293 viability, ATP luminescence (CellTiter-Glo), 48-72 h; Potency, µM (titrated, usually from 115 µM), for inactives: top-dose activity change, negative = cytotoxicity, actives largely listed as inhibitors; 94,000 tested, 6.6% active; AID 1345083; also: potency is read from the fitted curve at half-maximal effect; nearly all actives have a fitted effect of over 60% in size
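HEK 293 cells at 250 cells/well were exposed to compounds by pintool transfer for 48 or 72 hr at 37 degree Celsius, 5% CO2. Viability was read as ATP-coupled luminescence with CellTiter-Glo after 10 min at room temperature.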
HEK293 viab – reduces viability of HEK-293 SNCA reporter cells; Potency, µM (top dose mostly 57.1 µM), without a hit: at the highest dose activity change, negative = cytotoxicity, hits mostly cytotoxic; 150,000 tested, 0.12% active; AID 1671193; HEK-293-SNCA-luc viability, GF-AFC fluorescence, 24 h;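 also: potency is read from the fitted curve at half-maximal effect; 0% = DMSO-treated cells and -100% = medium-only wells without cells; nearly all actives have a fitted effect of over 30% in size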
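Cytotoxicity counterscreen: after 24 h compound treatment of genome-edited SNCA-luciferase HEK-293 cells, live-cell protease substrate GF-AFC read by fluorescence after 30 min; activity scaled between DMSO (0%) and medium-only (-100%), curves Hill-fitted.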
3T3 cytotox – NIH 3T3 cell cytotoxicity | 94,000 tested, 4.3% active | Potency, µM (series often up to 96.7 µM), for the others: at the highest dose activity change, negative = cytotoxicity, actives largely listed as inhibitors | NIH 3T3 viability, CellTiter-Glo ATP luminescence, 48-72 h; also: potency is read from the fitted curve at half-maximal effect; nearly all actives have a fitted effect of over 55% in size
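Cytotoxicity is measured as loss of cellular ATP: NIH 3T3 cells (400/well) are exposed to compound for 48 or 72 hr at 37 °C, then CellTiter-Glo luminescence is imaged after 10 min at room temperature.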
SNCA expr inhib – inhibitors of alpha-synuclein (SNCA) gene expression; 140,000 tested, 0.17% active; HEK-293 SNCA-luciferase knock-in, luminescence, 24 h; Potency, µM (highest dose often 57.2 µM), for inactives: at the top dose activity change, negative = inhibition, most hits filed as inhibitors; AID 1671194;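 also: potency is read from the fitted curve at half-maximal effect; plate controls were DMSO cells for no effect and cell-free wells for full effect; nearly all actives have a fitted effect of over 45% in size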
* = called active by the depositor; i = inactive; ? = inconclusive; / = no result given; [ ] = another dose, or the depositor's remark. Unless noted, calls follow the shape of the dose curve; as a rule, active = well fitted curve in the direction sought with a large enough effect; inconclusive = small, poorly fitted or top-dose-only effect, or another doubt; inactive = no such curve, though single readings can be large; an effect the other way counts as inactive or inconclusive. Unless noted, % is scaled to controls: 0 for no effect and ±100 for the full control effect.

canonical_smiles,FLuc inh,IP6K1 inh,GPT2 inhibitor,HEK cytotox,HEK293 viab,3T3 cytotox,SNCA expr inhib
O=C(c1cn[nH]c1)N1C[C@@H](COCC2CC2)[C@H](c2ccncc2)C1,5%,0,-8%,i,-12%,-16%,-29%
CCC(C)Cc1nccc(C2(c3ccccc3Cl)CCNCC2)n1 (centres undefined),3%,31,i,25µM*,?,28µM*,-1%
CCC[C@@H]1CN(c2nc(SC)ncc2C(=O)OCC)C[C@H]1N(C)C,1%,-6,i,-27%,-26%,-15%,?
O=C(NC1(c2cc(F)ccc2F)CC1)[C@H]1CCC[C@H](O)C1,-9%,16,-5%,1%,-3%,-18%,-12%
CCCSc1ncc(Cl)c(C(=O)Nc2c(C(=O)Nc3ccc(OC)cc3)oc3ccccc23)n1,/,-6,/,/,4%,/,-5%
O=C(c1ccc2nnc(-c3cccc(C(F)(F)F)c3)n2c1)N1CCOCC1,/,2,i,-20%,5%,?,19%
COc1ccc(NC(=O)CCS(=O)(=O)c2cc3c4c(c2)CCN4C(=O)CC3)cc1OC,/,-7,/,/,4%,/,-6%
C[C@]12CCC(=O)C=C1CC[C@H]1[C@@H]3CC[C@](O)(C(=O)CO)[C@@]3(C)C[C@H](O)[C@@]12F,/,7,-2%,/,17%[23.9 µM],/,7%[25.6 µM]
NC(=O)Cn1c(=O)n(-c2ccc(F)c(Cl)c2)c(=O)c2sc3ccccc3c21,/,7,/,/,?,/,9%
O=C(NCCN1CCOCC1)c1cn2cc(-c3cccnc3)sc2n1,/,0,i,-3%,7%,-18%,24%
COc1ccc(CCNC(=O)c2cnc3sc(N4CCCCCC4)nn3c2=O)cc1OC,/,17,/,/,7%,/,-10%
CCOc1ccc(NC(=O)c2sc(-n3nc(C)c(Cc4ccc(Cl)cc4)c3C)nc2C)cc1,/,-18,/,/,9%,/,-12%
Cc1cccc(Nc2nc(-c3ccccc3)c3cc(C)ccc3n2)c1,/,1,/,/,?,/,-2%
CCn1cc(C(=O)N2CCN(c3cccc(Cl)c3)CC2)c(=O)c2cc(S(=O)(=O)N3CCOCC3)ccc21,/,3,/,/,-18%,/,-4%
O=C(NC1CC1)c1ccc2nnc(-c3ccc(C(F)(F)F)cc3)n2c1,/,13,4%,-10%,2%,-27%,-11%
CCCN1CCCc2cc(CN(CCCN3CCOCC3)C(=O)Nc3ccc(Cl)c(Cl)c3)ccc21,/,27,/,/,-14%,/,9%
COc1cc(C)ccc1OCCn1c(-c2ccc(Cl)cc2)nc2ccccc2c1=O,/,-8,/,/,-8%,/,-9%
O=C(NCC1CCCO1)c1csc(N2CCN(c3ccccc3F)CC2)n1 (centres undefined),4%,-12,-19%,89µM*,8%,?,-28%
CCc1ccc(CNC(=O)c2cnc3sc(N4CCCCCC4)nn3c2=O)cc1,/,23,/,/,10%,/,-9%
CC(C)(C)C1CN(Cc2ccccc2)C(=O)c2cccnc2O1 (centres undefined),/,0,/,?,/,-13%,/

Copied from the list.
CCc1ccc(CNC(=O)c2cnc3sc(N4CCCCCC4)nn3c2=O)cc1 | SNCA expr inhib: -9%
CC(C)(C)C1CN(Cc2ccccc2)C(=O)c2cccnc2O1 (centres undefined) | 3T3 cytotox: -13%
O=C(NC1CC1)c1ccc2nnc(-c3ccc(C(F)(F)F)cc3)n2c1 | GPT2 inhibitor: 4%

The listing continues:
canonical_smiles,FLuc inh,IP6K1 inh,GPT2 inhibitor,HEK cytotox,HEK293 viab,3T3 cytotox,SNCA expr inhib
O=C(CSc1cn(CCNC(=O)c2ccccc2F)c2ccccc12)Nc1ccc(F)cc1,/,5,/,/,-13%,/,6%
O=C1C(Cl)=C(NCCN2CCOCC2)C(=O)c2ncccc21,/,/,1.4µM*,/,?,/,-28%
O=C(c1ccco1)N1Cc2[nH]cnc2C[C@H]1c1nc(-c2ccc(F)cc2)no1,-17%[172 µM],-7,i,1%[172 µM],-7%[87.6 µM],?,37%[activator][87.6 µM]
Cn1nc(C2CCN(C(=O)c3ccoc3)CC2)c2c1CCOC2,-8%,-1,-12%,-17%,9%,2%,-2%
O=C(Nc1cccc(-c2ccc(F)cc2)c1)C1CCCN1C(=O)c1ccncc1 (centres undefined),-12%,11,i,?,-5%,-24%,5%
CCCNC(=O)N(C1CCOCC1)C1CCN(S(=O)(=O)c2cccnc2)CC1,5%,-6,i,4%,3%,i,4%
O=C(c1ccc(Cl)cc1)N1CCC2(C1)C(=O)N(Cc1ccccc1)c1ccccc12 (centres undefined),/,10,-35%,?,?,?,?
Cc1cnc(C(=O)N2CCC3(CC2)C(=O)N(c2cccc(F)c2)C3c2ccccc2)cn1 (centres undefined),/,-12,-2%,?,0%,-27%,-10%
CCOc1ccccc1NC(=O)CSc1nnc(CC)c(CC)n1,/,-9,/,/,7%,/,-1%
N#Cc1ccc(NC(=S)N[C@H]2CO[C@H]3[C@@H]2OC[C@H]3OC(=O)Nc2ccccc2)cc1,-13%[172 µM],1,-8%[88.5 µM],35µM*,-5%[87.6 µM],?,-23%[87.6 µM]
Cc1ccc(CNC(=O)CSc2c(C)cnc3c2c(=O)n(C)c(=O)n3C)cc1,/,-9,/,/,-5%,/,-21%
Cc1ccc(N2C(=O)[C@@H]3CSC(c4ccc(F)cc4)N3C2=O)cc1 (some centres undefined),/,-8,/,/,1%,/,-23%
CC(=O)N1CCC(=O)N(CC2CC2)Cc2cc3c(cc21)OCO3,/,13,/,?,/,-27%,/
Cc1ccc(Cl)cc1Nc1nc2ccccc2n2c(C)nnc12,/,-13,/,/,4%,/,-6%
COc1ccc(CNC(=O)CCCn2c(SCC(N)=O)nc3cc4c(cc3c2=O)OCO4)cc1,/,-10,/,/,-8%,/,1%
COCCNc1ncnc2c1CN(c1ccc(OC)cc1)C(=O)CN2C,0%,-15,4%,1%,19%,5%,-2%
CC(=O)N1CCOc2cc(S(=O)(=O)NCc3ccc(C)cc3)c(C)cc21,/,14,/,/,5%,/,54%[activator]
Cc1cnc(C(=O)N2[C@@H]3CC[C@H]2CC(NC(=O)c2ccncc2)C3)cn1 (some centres undefined),2%,11,4%,-1%,8%,-3%,-15%
COCCn1ncc(N2CCCC(CC(=O)NCc3cccc(Cl)c3)C2)cc1=O (centres undefined),2%,26,i,0%,-2%,-17%,-12%
CCc1nc(N2CCc3ccccc3C2)ncc1C(=O)O,22µM*,-6,-3%,32µM*,6%,25µM*,-10%

Exported field by field: part of the list above
> Cc1cnc(C(=O)N2[C@@H]3CC[C@H]2CC(NC(=O)c2ccncc2)C3)cn1 (some centres undefined)
  FLuc inh: 2%
  IP6K1 inh: 11
  GPT2 inhibitor: 4%
  HEK cytotox: -1%
  HEK293 viab: 8%
  3T3 cytotox: -3%
  SNCA expr inhib: -15%
> Cc1ccc(N2C(=O)[C@@H]3CSC(c4ccc(F)cc4)N3C2=O)cc1 (some centres undefined)
  FLuc inh: /
  IP6K1 inh: -8
  GPT2 inhibitor: /
  HEK cytotox: /
  HEK293 viab: 1%
  3T3 cytotox: /
  SNCA expr inhib: -23%

Continued:
canonical_smiles,FLuc inh,IP6K1 inh,GPT2 inhibitor,HEK cytotox,HEK293 viab,3T3 cytotox,SNCA expr inhib
O=[S+]([O-])(c1cccc(C(F)(F)F)c1)N1CCCC2(CC(Cc3ccccc3)=NO2)C1 (centres undefined),6%,0,-1%,-19%,3%,-8%,-9%
Cc1c(C(=O)OCC2CCCCC2)[nH]c2c1C(=O)CC(c1ccc(F)cc1)C2 (centres undefined),/,14,/,/,9%,/,-7%
CNC(=O)[C@@H]1CN(C(=O)c2cc(C)n(CCOC)c2C)C[C@H]1COC,8%,0,i,-10%,10%,3%,-3%
CNC(=O)c1cc(S(=O)(=O)N2CCc3c(nc[nH]c3=O)C2)cs1,5%,2,4%,i,-1%,-12%,11%
O=C(N1CCCCCC1)C1(CCO)CCN(c2ncccn2)C1 (centres undefined),/,10,4%,-30%,4%,-13%,1%
Cc1cc(C)cc(NC(=O)CSc2nc3c([nH]c4ccccc43)c(=O)n2-c2ccc(F)cc2)c1,/,6,/,/,-6%,/,23%
COCC1CN(C2CCC2)CC12CCN(C(=O)c1ccco1)CC2 (centres undefined),-1%,2,3%,?,-6%,?,-17%
COc1ccc(NC(=O)C2=C(C)Nc3ncnn3C2c2cccn2C)cc1 (centres undefined),/,-21,/,/,-7%,/,35%[activator]
O=C(c1ccc(Cl)nc1)N1CCC(C(=O)N2CCC(c3ccccc3)CC2)CC1,/,21,i,?,4%,?,9%
O=C(c1ccc(F)cc1)N1CCCC(C(=O)N2CCC(c3ccccc3)CC2)C1 (centres undefined),/,7,-10%,?,-8%,?,6%
Cc1ccc(CN2CC[C@H](c3nc4ccc(C)cc4[nH]3)C2)cc1,-18%[172 µM],19,i,?,-6%[87.6 µM],?,33%[activator][87.6 µM]
CCc1ccccc1NC(=O)N1CCC2(CC1)C(=O)N(CC(=O)NC(C)C)CN2c1ccccc1,-12%,-1,-4%,-13%,9%,-27%,-23%
Cc1cc(C2CCC2)nc(N2C[C@@H](C)[C@@](C)(O)C2)n1,-11%,3,-13%,-9%,2%,-1%,?
COc1ccccc1-c1ccc2c(C(=O)N3CCC(C#N)CC3)nn(C)c2n1,/,10,-26%,4%,-15%,-7%,5%
Cc1nc(-n2nc(C)c(CCC(C)C)c2C)sc1C(=O)Nc1cccc(Cl)c1C,/,4,/,/,15%,/,113%[activator]
COCC(=O)n1nc(-c2ccco2)nc1NCc1ccccc1Cl,/,-3,/,/,2%,/,162%[activator]
CCOC(=O)c1c(NC(=O)/C=C/c2ccc(OCC)c(OC)c2)sc2c1CCC2,/,32,/,/,12%,/,-8%
CN1C[C@@H](NC(=O)c2cccnc2)C[C@H]1c1nc(-c2ccncc2)no1,4%[172 µM],-10,-8%[88.5 µM],-1%[172 µM],-5%[87.6 µM],3%[174 µM],37%[activator][87.6 µM]
COCCn1cc2c3c(cccc31)CN(C(=O)CCCc1ccccc1)CC2,-15%,12,i,?,-2%,?,-1%
Cc1cccc(-c2ccc3c(c2)C(=O)N2CC[C@H](NC(=O)c4cccs4)C[C@H]2C(=O)N3)c1C,-7%,5,-12%,?,-9%,?,-25%
CCOc1ccc(S(=O)(=O)Nc2ccc(-c3ccc(OC)nn3)cc2)cc1,/,-8,/,/,1%,/,-12%
COc1ccc(CN2CCn3c(nn(-c4ccc(F)cc4F)c3=O)C2)cc1,-3%,4,i,?,10%,-14%,4%
